CCR6 antag = antagonists of human CCR6 receptor. P51684. inhibition, % at 20 µM. CHO-K1 CCR6 PathHunter beta-arrestin, luminescence, CCL20-stimulated. AID 493098. 340,000 tested, 0.49% active;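 active means compounds whose inhibition of the agonist-driven luminescence signal at 20 µM reaches about 50%, limit read from the data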;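 further: cells stimulated with CCL20 at 14 nM final; plate controls were DMSO with CCL20 for no effect and DMSO without agonist for full effect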
Target sequence (P51684 whole entry, looked up): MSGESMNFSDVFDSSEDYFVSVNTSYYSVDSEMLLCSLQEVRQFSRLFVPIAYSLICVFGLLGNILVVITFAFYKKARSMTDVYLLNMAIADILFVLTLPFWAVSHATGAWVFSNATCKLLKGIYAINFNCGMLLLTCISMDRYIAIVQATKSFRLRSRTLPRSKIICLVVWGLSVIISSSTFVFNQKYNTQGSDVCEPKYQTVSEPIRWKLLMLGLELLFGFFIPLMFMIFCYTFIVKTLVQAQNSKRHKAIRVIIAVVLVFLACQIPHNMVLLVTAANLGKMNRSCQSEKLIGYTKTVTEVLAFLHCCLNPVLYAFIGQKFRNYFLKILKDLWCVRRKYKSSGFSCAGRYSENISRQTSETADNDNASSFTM
APJ antagonist = blocks the human apelin receptor APJ; P35414; AID 2521; 330,000 tested, 0.32% active; CHO-K1 APJ beta-arrestin complementation, luminescence; inhibition, % at 20 µM;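 active means inhibition above about 40% at 20 µM, limit read from the data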;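 further: cells challenged with 10 nM apelin-13 agonist together with compound; plate controls were apelin-13 plus DMSO wells for no effect and DMSO wells lacking apelin-13 for full effect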
Target sequence (P35414 whole entry, looked up): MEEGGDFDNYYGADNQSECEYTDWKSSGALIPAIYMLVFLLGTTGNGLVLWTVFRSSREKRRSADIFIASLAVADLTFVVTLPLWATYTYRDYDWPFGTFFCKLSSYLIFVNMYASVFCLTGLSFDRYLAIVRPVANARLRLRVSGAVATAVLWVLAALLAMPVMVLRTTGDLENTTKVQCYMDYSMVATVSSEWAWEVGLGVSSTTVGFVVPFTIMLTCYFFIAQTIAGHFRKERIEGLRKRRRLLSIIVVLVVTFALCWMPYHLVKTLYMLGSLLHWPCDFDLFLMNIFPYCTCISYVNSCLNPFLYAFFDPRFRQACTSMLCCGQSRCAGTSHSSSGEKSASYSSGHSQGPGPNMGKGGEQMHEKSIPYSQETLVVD
UBC13 polyUb = blocks human UBC13 polyubiquitin chain formation; P61088; TR-FRET; inhibition, % at 20 µM; 330,000 tested, 0.47% active; in the data active means inhibition above about 45%, passing the limit was not always enough
697 NFkB inh = inhibitors of the PMA/ionomycin-induced NF-kB reporter in 697 B cells | 697 B-cell NF-kB luciferase reporter, 16 h | inhibition, % at 4 µM | 330,000 tested, 0.33% active | AID 435022; in the data active means inhibition above about 35%
Jurkat NFkB inh = inhibitors of the PMA/ionomycin-induced NF-kB reporter in Jurkat cells. PMA/ionomycin-induced NF-kB luciferase reporter, luminescence. inhibition, % at 4 µM. 330,000 tested, 0.53% active. AID 435003; in the data active means inhibition above about 50%
Gli-Sufu antag = antagonists of Gli-Sufu signaling; Sufu-KO-LIGHT fibroblasts, Gli luciferase reporter luminescence; inhibition, % at 5 µM; 340,000 tested, 0.74% active; AID 588413;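 active means inhibition above about 55%, limit read from the data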;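 further: 0% = DMSO-treated cells and 100% = wells with medium but no cells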
CXCR6 block = CXCR6 (human) receptor inhibition; inhibition, % at 20 µM; AID 602244; CHO-K1 PathHunter CXCR6 beta-arrestin, luminescence; 360,000 tested, 0.36% active; in the data active means inhibition above about 34%, passing the limit was not always enough;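 further: antagonist mode with CXCL16 agonist at 10 nM final; 0% = 10 nM CXCL16 with DMSO and 100% = unstimulated wells without agonist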
Target sequence (O00574 whole entry, looked up): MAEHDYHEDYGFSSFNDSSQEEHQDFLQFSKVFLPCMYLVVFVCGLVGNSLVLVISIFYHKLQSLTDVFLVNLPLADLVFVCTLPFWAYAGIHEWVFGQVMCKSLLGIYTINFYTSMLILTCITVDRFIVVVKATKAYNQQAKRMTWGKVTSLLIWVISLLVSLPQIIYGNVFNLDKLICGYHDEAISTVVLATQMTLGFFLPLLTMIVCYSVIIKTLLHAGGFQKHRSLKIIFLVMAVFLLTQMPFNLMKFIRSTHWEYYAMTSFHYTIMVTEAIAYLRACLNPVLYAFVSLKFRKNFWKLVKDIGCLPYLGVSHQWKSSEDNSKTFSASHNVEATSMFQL
EBI2 block = blocks human EBI2 receptor beta-arrestin signaling | EBI2 beta-arrestin recruitment, luminescence, 7a,25-OHC stimulated | 360,000 tested, 0.81% active | inhibition, % at 5 µM | AID 651636; in the data active means inhibition above about 38%;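 further: enzyme fragment complementation signal reports receptor beta-arrestin coupling in cells; 0% = agonist plus DMSO wells and 100% = wells without agonist; some results beyond the cut were filed as inactive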
An asterisk follows results filed as active; . = not tested or not shown.

SMILES | CCR6 antag | APJ antagonist | UBC13 polyUb | 697 NFkB inh | Jurkat NFkB inh | Gli-Sufu antag | CXCR6 block | EBI2 block
CCOc1ccccc1C(=O)Nc1cccc(-c2ccc(N3CCOCC3)nn2)c1 | 6 | -28 | 3 | -98 | -105 | -74 | 5 | -7
C=CCn1nc(-c2ccccc2)cc1C(=O)OCC | 1 | 15 | 6 | 22 | 9 | -8 | 1 | -16
COc1ccc(CNC(=O)C2CCN(S(=O)(=O)c3c(C)noc3/C=C/N(C)C)CC2)cc1 | 7 | 28 | -22 | -25 | -6 | -11 | 16 | 15
CCC(C)C(NC(=O)c1ccccc1NC(=O)c1ccccc1)C(=O)N1CCOCC1 (stereo unspecified) | 16 | 10 | 6 | -14 | -5 | 5 | 15 | -5
COCCOC(=O)c1cc(C(=O)c2cc(F)ccc2O)coc1=N | -4 | -2 | -6 | -9 | -16 | -4 | 1 | 9
COc1cccc(NC(=O)COC(=O)COc2cccc3c2OC(C)(C)C3)c1 | -5 | -7 | 8 | 12 | -7 | -7 | -1 | 6
CC1CN(C(=O)c2cc3cc(Cl)cc(Cl)c3oc2=O)CC(C)O1 (stereo unspecified) | -14 | -13 | 1 | -10 | -9 | -28 | -4 | -5
Cc1ccccc1N1CCN(C(=S)c2ccc(-c3cccc([N+](=O)[O-])c3)o2)CC1 | 11 | 3 | -18 | -15 | 4 | 14 | 5 | 22
CCOC(=O)C1=C(C)NC(=O)N(C(C)=O)C1c1ccc(Cl)cc1 (stereo unspecified) | 8 | 38 | -2 | 0 | 6 | 14 | 2 | 2
N#Cc1nc(-c2cccc3ccccc23)oc1N1CCCCC1 | 16 | -6 | 4 | -51 | -47 | -37 | -1 | -9
O=C(c1cc(-c2ccccc2)n[nH]1)N1CCN(S(=O)(=O)c2ccccc2)CC1 | -17 | 13 | 2 | 1 | 0 | 13 | 8 | 59*
O=C(CSc1cccc2cccnc12)N/N=C/c1ccc(O)cc1 | 7 | 3 | 6 | 2 | 3 | 2 | -16 | 13
COc1cc(/C=C2/C(=N)N3C=CSC3=NC2=O)ccc1OCCCOc1c(C)cccc1C | 23 | 27 | -37 | 4 | -13 | -5 | 14 | 19
COc1cccc(-c2nnn(CCc3nn[nH]n3)n2)c1 | 7 | -3 | -1 | 5 | 4 | 3 | 3 | -16
CC1=NN(C(=O)CCCc2ccccc2)C(O)(C(F)(F)F)C1 (stereo unspecified) | -17 | 13 | -12 | -13 | -19 | 1 | 2 | -2
CCOC(=O)N1CCN(C(=O)c2ccc(NC(=O)CC)cc2)CC1 | -13 | 1 | -4 | 19 | -3 | 4 | -1 | -5
O=C(Nc1cccc(NC(=O)c2cccs2)c1)c1ccc2c(c1)OCO2 | 3 | 5 | 6 | 22 | -3 | -4 | 3 | -2
O=C(O)CC(NC(=O)C12CC3CC(CC(C3)C1)C2)c1ccc2c(c1)OCO2 (stereo unspecified) | 10 | 8 | 4 | 6 | 0 | 2 | 3 | -11
CCOC(=O)c1sc2nc(C)cc(-c3ccccc3)c2c1N | 32 | -10 | 11 | 8 | -5 | -2 | 2 | 17
Cc1[nH]c2ccccc2c1C(=O)CN1CCSCC1 | -29 | -23 | -1 | 4 | 13 | 36 | -5 | -2
COc1ccc(S(=O)(=O)N2CCOCC2)cc1NC(=O)c1ccc2c(c1)OCO2 | 2 | 0 | 9 | 20 | -5 | -30 | 8 | 11
C1CCCC(NC2=NCCO2)CCC1 | 0 | -17 | -2 | -34 | -67 | 1 | 5 | -8
CCOC(=O)c1csc(Nc2nc3ccc(F)cc3s2)n1 | 27 | 42* | -11 | -46 | -30 | 20 | 17 | 41
Cc1cc(C(=O)N/N=C/c2cccn2C)no1 | 3 | -7 | -9 | -14 | 8 | -12 | 7 | -14
CCc1nc(N2CCCC(C)C2)c2oc3ccccc3c2n1 (stereo unspecified) | 5 | -12 | 4 | -16 | -14 | 2 | 8 | 33
CON/C=C(\C=Nc1ccc(Cl)cc1)c1ncc(C(F)(F)F)cc1Cl | 8 | 5 | -6 | 14 | 4 | 5 | -1 | 26
CC(NCc1cccc(S(=O)(=O)N(C)C)c1)c1ccc(F)cc1 (stereo unspecified) | 17 | -22 | 20 | 10 | 13 | -4 | 1 | -8
Cc1ccc(C)c(NC(=O)Cn2cnc3c(oc4ccccc43)c2=O)c1 | -3 | -1 | -12 | 10 | 16 | -12 | 1 | 5
S=C(NCc1ccco1)N/N=C/c1ccncc1 | -11 | 15 | 3 | 16 | -9 | 4 | 3 | -1
Cc1ccc(CCC(=O)Nc2ccccc2C(=O)O)o1 | -7 | -1 | -3 | -40 | 1 | -18 | -1 | -5
C=CCN=C1SCC(=O)N1S(=O)(=O)c1ccc(C)cc1 | -3 | 6 | -2 | 14 | 6 | 4 | 4 | 0
O=C(NCc1ccccc1Cl)c1ccc(-c2ccccc2)cc1 | 4 | -5 | 2 | -8 | -13 | -24 | 5 | 9
CC(=O)Nc1ccc(S(=O)(=O)Nc2ccccc2C(=O)N2CCOCC2)cc1 | 1 | 20 | 2 | 15 | -15 | -12 | 0 | -5
COc1ccccc1-c1cc(C2CC2)nc(N)c1C#N | 13 | 10 | 13 | -3 | 3 | 4 | 6 | -2
Cn1nc(-c2ccc(Cl)cc2)c2cc(C(=O)N3CCN(c4ccccn4)CC3)sc21 | -11 | -6 | 5 | -17 | 11 | 16 | -8 | 23
Cc1cccc(OCCC(=O)Nc2ccc(C)c(S(=O)(=O)N3CCCCC3)c2)c1 | 9 | . | . | . | . | 62* | 2 | 12
COc1cc(NS(=O)(=O)c2ccc(NC(=O)c3ccc(S(=O)(=O)N4CCCC4)cc3)cc2)ncn1 | . | 6 | -6 | -2 | -21 | . | . | .
O=C(Nc1ccc(S(=O)(=O)Nc2nccs2)cc1)C1CCCCC1 | 3 | 6 | -1 | 21 | -5 | 3 | 1 | -7
CCN1CCN(c2ccc(S(=O)(=O)N3CCCCC3)cc2NC(=O)COc2ccc(Cl)cc2)CC1 | 16 | 16 | 8 | 5 | 6 | 34 | 9 | 8
COc1cc(/C=C(\C#N)c2nc3ccccc3[nH]2)c([N+](=O)[O-])cc1OCc1ccccc1 | 7 | -33 | -14 | -7 | 0 | 15 | 2 | 19
Nc1ccc2nc(-c3ccc(N)c(Cl)c3)[nH]c2c1 | -2 | -3 | -35 | -241 | -5 | 6 | -6 | 1
O=C(NNC(=O)c1ccccn1)c1cccc([N+](=O)[O-])c1 | 11 | 14 | 15 | -19 | -9 | -3 | 8 | -11
Cc1cccc(C)c1NC(=O)COC(=O)c1ccc(N2CCCC2)c([N+](=O)[O-])c1 | 19 | 0 | 4 | -2 | 15 | 1 | 8 | 1
CC1=CC(C)C2(COC(c3ccc[n+](C)c3)OC2)C(C)C1 (stereo unspecified) | 6 | . | . | . | . | 58* | -2 | -4
COc1ccc(C(=O)NC(NC(=O)c2ccc(OC)cc2)c2ccccc2F)cc1 | 1 | 0 | -7 | 9 | 13 | 7 | -2 | -14
O=C(COc1ccccc1)N1CCN(c2ccc([N+](=O)[O-])c(N3CCCCC3)c2)CC1 | 19 | 2 | -26 | 12 | 15 | 7 | 1 | 50*
O=S(=O)(Nc1ccc(Br)cc1)c1cccc(NS(=O)(=O)c2cccs2)c1 | -11 | . | . | . | . | 0 | -2 | 8
Cc1ccc(C(=O)COc2cccc(NC(=O)c3ccco3)c2)cc1 | 4 | 8 | -2 | -31 | 4 | -4 | -6 | -9
C/C(CC(=O)Nc1ccccc1C#N)=N\NC(=O)c1ccncc1 | 3 | -11 | -1 | 2 | -11 | -3 | -10 | -12
Cc1ccc(SCC(=O)OC(C)C(=O)NC2CCCCC2C)c(C)c1 (stereo unspecified) | 15 | 10 | -6 | 7 | 0 | 1 | 4 | 12
Cc1ccc(C(=O)c2ccccc2C(=O)OCC(=O)NC(=O)NC(C)(C)C)cc1 | 9 | -9 | -18 | -15 | -5 | 6 | -1 | -2
Cc1cc(Cl)ccc1OC(C)C(=O)NNC(=O)C1CCCCC1C(=O)O (stereo unspecified) | 1 | -24 | -5 | -2 | -17 | -8 | 3 | -6
Cc1nc(N2CCCCC2)c2sc(=S)n(C)c2n1 | 10 | 20 | 2 | -32 | 12 | 17 | -6 | 10
COC(=O)CNc1nc(OC)nc(N(C)C)n1 | -11 | 2 | 8 | 8 | 12 | 4 | 1 | 7
O=C(NCc1ccccc1)c1cc(S(=O)(=O)N2CCC3(CC2)OCCO3)ccc1F | -1 | -7 | -23 | -16 | -10 | 29 | -8 | -4
CC(C)CSc1ccc(S(=O)(=O)NCC(=O)O)cc1[N+](=O)[O-] | 12 | . | . | . | . | -6 | -6 | 1
O=C(NC1CCCCCC1)c1ccc(N2CCCC2=O)cc1 | -4 | 7 | 6 | -64 | -69 | -68 | 2 | -2
CCc1ccc(Nc2ncc3c(n2)CC(c2ccc(OC)cc2)CC3=O)cc1 (stereo unspecified) | -2 | 6 | -3 | -5 | -7 | -12 | 2 | 32
C=Cn1cc[n+](CC(=O)C(C)(C)C)c1 | 0 | 8 | 8 | -7 | 2 | -6 | -6 | -3
COc1ccc2[nH]cc(C(=O)CN(C)CCc3ccc(OC)c(OC)c3)c2c1 | 10 | -1 | 4 | 17 | 1 | 0 | 4 | -9

Part of the list above, limited to Gli-Sufu antag, CCR6 antag and 697 NFkB inh.
smiles | Gli-Sufu antag | CCR6 antag | 697 NFkB inh
COC(=O)CNc1nc(OC)nc(N(C)C)n1 | 4 | -11 | 8
O=C(NCc1ccccc1)c1cc(S(=O)(=O)N2CCC3(CC2)OCCO3)ccc1F | 29 | -1 | -16

Single values from the results shown.
`COc1ccc(C(=O)NC(NC(=O)c2ccc(OC)cc2)c2ccccc2F)cc1` | UBC13 polyUb: -7
`Cc1cc(Cl)ccc1OC(C)C(=O)NNC(=O)C1CCCCC1C(=O)O` (stereo unspecified) | CCR6 antag: 1
`O=C(NC1CCCCCC1)c1ccc(N2CCCC2=O)cc1` | APJ antagonist: 7

The list goes on.
SMILES | CCR6 antag | APJ antagonist | UBC13 polyUb | 697 NFkB inh | Jurkat NFkB inh | Gli-Sufu antag | CXCR6 block | EBI2 block
CC(C)OCCCNC(=O)c1cc(S(=O)(=O)N2CCc3ccccc32)cn1C | 6 | -7 | 6 | -3 | -4 | 1 | 2 | 6
Cc1cc(C(=O)COC(=O)c2n[nH]c(=O)c3ccccc23)c(C)n1C | 5 | -32 | -5 | -31 | -1 | -8 | -5 | 2
Cc1ccccc1OCC(=O)NNC(=S)NC(=O)c1ccco1 | 23 | 1 | 5 | -2 | -1 | 1 | 21 | 0
COc1ccc(OC)c(N(CC(=O)NN=C2CCN(C)CC2)S(=O)(=O)c2ccccc2)c1 | -6 | 9 | 8 | 13 | 5 | 3 | 8 | 3
COCCCNC(=O)Cn1c(=O)oc2cc(S(=O)(=O)N3CC(C)CC(C)C3)ccc21 (stereo unspecified) | 2 | -34 | -8 | 6 | -5 | -4 | -11 | -2
Cn1c(=O)c2c(nc3n2CC(COc2ccc(Cl)cc2)O3)n(C)c1=O (stereo unspecified) | 7 | 4 | 6 | -3 | -7 | 6 | 2 | -1
COc1ccc(C2C(C(=O)NCc3cccnc3)c3ccccc3C(=O)N2C)cc1OC (stereo unspecified) | -6 | 2 | 3 | -4 | 6 | 0 | -2 | -8
Cc1cc(C)c(S(=O)(=O)Nc2nccs2)c(C)c1 | -4 | 15 | 4 | 5 | -5 | -16 | 3 | -9
Cc1ccc(S(=O)(=O)C2(S(=O)(=O)c3ccc(C)cc3)CCCC2)cc1 | 10 | -6 | 6 | -39 | 60* | -21 | 4 | 11
CCOC(=O)C1=C(C)Nc2ccccc2N=C1NC(=O)C(c1ccccc1)c1ccccc1 | 13 | 17 | 4 | 11 | 1 | -1 | 11 | 6
CSc1ccc(CNC(=O)Cn2nc(C)c3c(C)n(-c4ccc(C)cc4)nc3c2=O)cc1 | 8 | 8 | 0 | 15 | 15 | -9 | 4 | 5
Cc1ccc(S(=O)(=O)NCc2ccco2)c(C)c1C | -36 | -1 | -2 | 8 | 2 | -6 | 3 | -1
CC(C)CC(C(=O)N1CCc2ccccc2C1)N1C(=O)c2ccccc2C1=O (stereo unspecified) | 16 | 2 | -2 | 7 | -16 | 7 | 10 | -1

Molecules shown so far containing a CF3 group:
SMILES | CCR6 antag | APJ antagonist | UBC13 polyUb | 697 NFkB inh | Jurkat NFkB inh | Gli-Sufu antag | CXCR6 block | EBI2 block
CC1=NN(C(=O)CCCc2ccccc2)C(O)(C(F)(F)F)C1 (stereo unspecified) | -17 | 13 | -12 | -13 | -19 | 1 | 2 | -2
CON/C=C(\C=Nc1ccc(Cl)cc1)c1ncc(C(F)(F)F)cc1Cl | 8 | 5 | -6 | 14 | 4 | 5 | -1 | 26
